# Mito fusion yeast: qHTS Assay for Small Molecule Inhibitors of Mitochondrial Division or Activators of Mitochondrial Fusion | S. cerevisiae fusion-defective mutant growth rescue, CellTiterGlo 48 h | Potency, µM (doses to about 46.1 µM), for the others: at the top dose growth rescue (activation), most hits filed as activators | 320,000 tested, 0.23% active | AID 485298, 2010;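 further: potency means the concentration at half of the fitted maximal effect; % of control where 0% means no effect; nearly all actives have a fitted effect of over 45% in size; temperature-sensitive fusion mutants such as fzo1-1 at 37 °C on non-fermentable ethanol glycerol medium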
#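 Read-out: ATP-based luminescence (CellTiterGlo, 10 min ambient) reporting growth of fusion-defective ts yeast after 48 hours at 37C on glycerol/ethanol YPEG medium in the presence of compound.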
# TCR activator: Activators of T cell receptors: qHTS campaign | primary human leukocytes, anti-CD3, IL-2 HTRF, 48 h | Potency, µM (series often up to 9.22 µM), for the others: at the highest dose activation of IL-2 secretion, actives largely listed as activators | 330,000 tested, under 10 active | AID 504894, 2011; further: % of control where 0% means no effect
#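 Primary human leukocytes were stimulated with a-CD3 beads plus compounds for 48 hr without co-stimulation; secreted IL-2 was quantified by HTRF using a-IL-2-K (europium cryptate) and a-IL-2-d2, excited at 320nm with acceptor emission read at 665nm.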
# KCNH2 3.1 block: qHTS for Inhibitors of KCHN2 3.1: Mutant qHTS; Potassium voltage-gated channel subfamily H member 2, brain isoform KCNH2 3.1 (human); activity change, % (tested at about 1.8 µM); AID 720553, 2013; U2OS KCNH2 3.1, thallium flux FluxOr; active compounds read low; 340,000 tested, 0.95% active;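 active means maximum activity change below -70%; inconclusive means maximum activity change from -70% to -50%; inactive means maximum activity change above -50%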;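 further: thallium influx rate constant from kinetic fluorescence after stimulation buffer; on the % scale 0 is the no-effect control and ±100 the full control effect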
#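 FluxOr-based Tl+ influx in U2OS cells transduced with KCNH2 3.1 virus; rate constants normalized to DMSO controls.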
# TSHR antagonist: Antagonists of the Thyroid Stimulating Hormone Receptor: HTS campaign; TSHR-expressing cells, TSH-stimulated cAMP HTRF, 2 h; active compounds read low; activity change, negative = inhibition, % at 11.5 µM; 330,000 tested, 0.2% active; AID 504810, 2011;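 active means activity change below a set negative limit, meaning inhibition stronger than a set level, cut at about -70% in these data; inconclusive means activity change between two set negative limits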; further: on the % scale 0 is the no-effect control and ±100 the full control effect
# Target sequence (P16473 whole entry, looked up): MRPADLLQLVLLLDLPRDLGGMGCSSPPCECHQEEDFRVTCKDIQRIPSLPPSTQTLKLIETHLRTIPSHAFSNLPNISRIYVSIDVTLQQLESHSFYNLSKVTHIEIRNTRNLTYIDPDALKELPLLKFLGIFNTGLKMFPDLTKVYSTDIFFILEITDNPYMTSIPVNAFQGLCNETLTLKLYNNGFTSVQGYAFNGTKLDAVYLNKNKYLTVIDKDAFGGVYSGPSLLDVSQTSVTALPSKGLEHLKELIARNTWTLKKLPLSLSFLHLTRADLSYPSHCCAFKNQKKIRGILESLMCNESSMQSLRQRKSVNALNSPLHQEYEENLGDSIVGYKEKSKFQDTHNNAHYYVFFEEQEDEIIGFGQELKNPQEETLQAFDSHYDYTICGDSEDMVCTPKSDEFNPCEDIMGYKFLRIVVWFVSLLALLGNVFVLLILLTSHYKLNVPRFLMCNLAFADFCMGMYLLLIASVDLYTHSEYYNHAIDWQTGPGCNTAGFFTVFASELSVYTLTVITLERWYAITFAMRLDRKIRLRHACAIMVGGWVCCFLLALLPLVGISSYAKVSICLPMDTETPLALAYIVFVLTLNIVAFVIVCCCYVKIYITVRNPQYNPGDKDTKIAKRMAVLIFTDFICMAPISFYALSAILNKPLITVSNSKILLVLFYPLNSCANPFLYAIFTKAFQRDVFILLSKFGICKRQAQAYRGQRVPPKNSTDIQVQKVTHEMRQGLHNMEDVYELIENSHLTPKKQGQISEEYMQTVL
#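 TSHR-expressing cells were treated with compounds, then stimulated with TSH at EC80 (4nM final) for 2 hours at 37 deg C. Cellular cAMP was measured by HTRF competition between lysate cAMP and cAMP-d2 for a cryptate-labelled anti-cAMP antibody.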
# ELG1 DNA repair: qHTS screen for small molecules that inhibit ELG1-dependent DNA repair in human embryonic kidney (HEK293T) cells expressing luciferase-tagged ELG1 | HEK293T ELG1-luciferase reporter, luminescence, 16 h; DNA damage induced by 5-fluorouridine | 330,000 tested, 2.3% active | Potency, µM (series often up to 46.1 µM), inactives show at the top dose activity change, negative = inhibition, hits mostly inhibitors; further: potency means the concentration at half of the fitted maximal effect; on the % scale 0 is the no-effect control and ±100 the full control effect; nearly all actives have a fitted effect of over 55% in size
#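 Step one: seed 2,000 cells per well. Step two: pin-transfer compound or DMSO alongside 5-fluorouridine. Step three: incubate 16 hr, 37 °C, 5% CO2. Step four: add ONE-Glo, wait 30 min, read luminescence.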
# USP2a block: qHTS Assay for Inhibitors of Ubiquitin-specific Protease USP2a Using CHOP2 as the Reporter | AID 463254, 2010 | USP2 core, Ub-CHOP2 coupled fluorogenic reporter, 485/531 | 330,000 tested, 0.01% active | Potency, µM (titrated, usually from 38.3 µM), for the others: at the top dose activity change, negative = inhibition, hits mostly inhibitors;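 further: potency means the concentration at half of the fitted maximal effect; plate controls were DMSO wells for no effect and full inhibition by NEM control for full effect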
#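 USP2 core (10nM final) preincubated 30min RT with compound in 20mM Tris-HCl pH 8.0, 2mM CaCl2, 2mM beta-mercaptoethanol, 0.05% CHAPS; 25nM Ub-CHOP2 plus 25nM reporter substrate added, fluorescence (Ex485/Em531) read after 60min.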
# Eya2 inh: qHTS Assay for Inhibitors of the Phosphatase Activity of Eya2; Protein phosphatase EYA2 (Homo sapiens), O00167; recombinant Eya2, OMFP fluorescence dephosphorylation (OMFP is methylfluorescein phosphate); Potency, µM (top dose mostly 76.9 µM), for the others: top-dose activity, negative = inhibition, hits mostly inhibitors; 330,000 tested, 0.006% active; further: potency means the concentration at half of the fitted maximal effect; on the % scale 0 is the no-effect control and ±100 the full control effect
#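 Eya2 (0.2 uM) preincubated 10 min at ambient with compound, then OMFP substrate added at 50 uM; 10 min reaction in 50 mM HEPES pH 7.5, 50 mM NaCl, 5 uM MgCl2, 0.05% BSA, 1 mM DTT. Fluorescence read at Ex 485/Em 525 nm.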
# hERG WT inh: qHTS for Inhibitors of KCHN2 3.1: Wildtype qHTS. Voltage-gated inwardly rectifying potassium channel KCNH2 (Homo sapiens), Q12809. U2OS, BacMam KCNH2, thallium flux FluxOr; active compounds read low. activity change, % at 1.84 µM. 340,000 tested, 0.37% active. AID 720551, 2013;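 active means maximum activity change below -70%; inconclusive means maximum activity change between -70% and -50%; inactive means maximum activity change above -50%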; further: on the % scale 0 is the no-effect control and ±100 the full control effect
#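 U2OS cells transduced with wild-type KCNH2 virus are loaded with FluxOr dye for 45 min, and thallium flux is measured in kinetic reads before and after stimulation buffer. Rate constants are normalized to DMSO controls.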
# TRPV1 ag: HTS Assay for Compounds that Act as Agonists of the Vanilloid Receptor 1. activation, % at 8.33 µM. TRPV1-expressing cells, Fluo-8 calcium influx, agonist mode. 320,000 tested, 0.19% active. Transient receptor potential cation channel subfamily V member 1 (Homo sapiens), Q8NER1; in the data active means activation above about 80%; inconclusive means between about 30% and that limit; further: 0% is about no effect
#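 Fluo-8 calcium influx in TRPV1-expressing cells, kinetic read (ex 480/em 520 nm). Compound added and read 3 min for agonist activity, followed by capsaicin at EC20 final and 2 min further read for enhancement.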
# A-T KAP1 phos: qHTS Assay for Identifying a Potential Treatment of Ataxia-Telangiectasia | […] A-T fibroblasts, KAP-1 phosphorylation AlphaLISA; neocarzinostatin DNA damage 30 min before lysis | Potency, µM (highest dose often 57.5 µM), inactives show at the highest dose activation, hits mostly activators | 320,000 tested, 0.19% active | AID 485349, 2010; further: potency means the concentration at half of the fitted maximal effect; % of control where 0% means no effect; nearly all actives have a fitted effect of over 45% in size
#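 hTERT-immortalized A-T patient fibroblasts ([…]), 500 cells/well in OPTI-MEM, 1% FBS, got compounds for 60 min, then NCS for 30 min at 37C. Lysates were then assayed for phospho-KAP-1 by AlphaLISA (anti-pKAP1 donor, anti-KAP1 acceptor beads), 6 hr at 25C.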
# * hit, by the source's call; u = inconclusive; x = no result given; [ ] = remark or other dose. Unless noted, the call rests on the fitted dose curve; in most records, active means well fitted curve in the direction sought with a large enough effect; inconclusive means small, poorly fitted or top-dose-only effect, or another doubt; inactive means no such curve, though single readings can be large; an effect the other way counts as inactive or inconclusive. Not all compounds are listed; count on the stated rates, not on these rows.
SMILES,Mito fusion yeast,TCR activator,KCNH2 3.1 block,TSHR antagonist,ELG1 DNA repair,USP2a block,Eya2 inh,hERG WT inh,TRPV1 ag,A-T KAP1 phos
CCN(CC)CCN(C(=O)c1cc(Cl)sc1Cl)c1nc2cc3c(cc2s1)OCO3,0%,-4%,6,-3,-5%,-1%,-11%,9,-1,-5%
O=C(COC(=O)c1ccc(F)cc1F)c1ccc[nH]1,5%,1%,-7,3,17%,2%,9%,-4,-1,-1%
CCOC(=O)C1CCN(C(=O)CCCOc2ccccc2)CC1,0%,x,0,-5,u,-2%,-14%,-1,3,3%
CCc1c(C)nc2cc(-c3cc(OC)cc(OC)c3)nn2c1N1CCCC1,u,-6%,0,-17,u,-7%,-28%,-4,u,9%
Clc1ccccc1OCCCCn1ccnc1,-1%,4%,-8,-2,-2%,-1%,2%,-16,3,1%
O=C(COC(=O)C12CC3CC(CC(C3)C1)C2)N1CCN(S(=O)(=O)c2ccccc2)CC1,1%,-1%,-13,1,-19%,-1%,-18%,-3,u,-2%
COCCCNC(=O)CSc1nc2ccccc2c(=O)n1CCCN1CCCCC1,8%,11%,0,-1,13%,-1%,1%,-12,2,9%
CCCN1CC=C2C(C#N)=C(N)C(C#N)(C#N)C(c3cccc(OC)c3OC)C2C1 (configuration not stated),1%,-4%,16,-3,-20%,17%,-12%,-1,9,17%
CC(=O)c1c(C(C)=O)c(C)n(NC(=O)c2ccc(Cl)cc2)c1C,-1%,-7%,-49,9,4%,1%,-2%,-5,1,-5%
CN(c1ccc(OCC(=O)OCC(=O)Nc2ccc(OC(F)F)cc2)cc1)S(=O)(=O)c1cccs1,x,x,1,x,0%,0%,4%,1,x,-11%
Cn1c(CNC(=O)c2ccccc2F)nnc1SCc1nc2ccccc2c(=O)[nH]1,-1%,x,x,22,9%,0%,8%,x,0,-6%
O=C(Cn1nnc2ccccc21)NCc1ccccc1,0%,2%,-8,2,u,1%,-3%,8,-2,x
O=C(CNS(=O)(=O)c1ccccc1)N/N=C/c1ccc(O)cc1,4%,-3%,-10,8,7%,1%,-13%,-6,0,-4%
N/C(=N\OC(=O)Cc1ccc(Cl)cc1)c1ccncc1,24%,8%,14,-1,-9%,0%,2%,1,13,1%
Nc1nc2cc(S(=O)(=O)N3CCOCC3)ccc2o1,x,1%,-3,0,2%,2%,6%,-4,x,15%
O=C(CC1CCCC1)NNC(=O)c1ccc(F)cc1,-3%,7%,13,3,18%,0%,-14%,-3,-2,0%
COc1ccc(-c2nnc3ccc(SCC(=O)N4CCCCC4)nn23)cc1OC,-6%,-3%,8,-8,-12%,1%,7%,-15,-1,-2%
COc1ccc(NC(=O)C(=O)NNC(=O)C(C)Oc2ccc(Cl)cc2Cl)cc1 (configuration not stated),2%,-4%,42,29,0%,-18%,-4%,u,-3,9%
COc1ccc(CNC(=O)CN(Cc2ccc(Cl)cc2)S(C)(=O)=O)cc1,0%,-4%[46.1 µM],5,5,5%,0%,-4%,3,0,8%
COc1ccccc1-c1cc(C(F)(F)F)nc(N2CCOCC2)n1,2%,1%,-18,-2,-5%,4%,-20%,-3,-1,13%

# Single entries from above:
# Under hERG WT inh, CCc1c(C)nc2cc(-c3cc(OC)cc(OC)c3)nn2c1N1CCCC1 has the entry -4
# Under hERG WT inh, CC(=O)c1c(C(C)=O)c(C)n(NC(=O)c2ccc(Cl)cc2)c1C has the entry -5

# Carrying on:
SMILES,Mito fusion yeast,TCR activator,KCNH2 3.1 block,TSHR antagonist,ELG1 DNA repair,USP2a block,Eya2 inh,hERG WT inh,TRPV1 ag,A-T KAP1 phos
COCCNC(=S)Nc1cc(OC)c(NC(=O)c2ccco2)cc1OC,5%,2%,-3,-1,13%,-6%,-4%,-2,-6,2%
O=C(c1ccc(CS(=O)(=O)c2ccc(Br)cc2)o1)N1CCN(c2ncccn2)CC1,1%,6%,-4,-4,u,0%,3%,0,x,19%
CCN1CCN(c2cc(C)c3cc(NC(=S)N4CC(C)CC(C)C4)ccc3n2)CC1 (configuration not stated),-3%,-12%,-24,-1,-24%,2%,-9%,23,-1,1%
Cc1ccc(/C=N\NC(=O)c2ccc(Cn3cc(Br)c([N+](=O)[O-])n3)o2)o1,2%,-3%,-11,-6,0%,4%,-4%,-4,5,1%
O=C(CSc1nnc(C2COc3ccccc3O2)o1)N1CCCC1 (configuration not stated),-6%,-8%,4,5,u,2%,14%,1,-1,1%
C=CCN1CCCC1CNC(=O)c1cc2[nH]nnc2cc1OC (configuration not stated),3%,-9%,17,3,14%,2%,5%,8,-3,-2%
CCN(C(=O)COC(=O)/C(=C/c1ccccc1)n1nnnc1C)C1CCCCC1,-29%,-1%,-2,3,u,0%,21%,-11,-3,8%
O=C(/C=C/c1ccc(F)cc1)NC(=S)Nc1ccccc1,-17%,-3%,19,-4,7%,0%,-3%,-5,2,6%
CC(=O)c1csc(-c2ccccc2)n1,0%,-5%,0,-3,u,-1%,-1%,0,11,1%
CC(C)(C)n1cnnc1Sc1ccc([N+](=O)[O-])cn1,-3%,3%,27,3,0%,-2%,4%,-2,2,-2%
COCCn1c(SCC(=O)Nc2ccccc2OC)nc2c(oc3ccccc32)c1=O,-1%,-2%,21,0,u,-1%,5%,-7,9,-3%
CC1CC(C)CN(S(=O)(=O)c2ccc3c(c2)NC(=O)C(C)C(=O)N3)C1 (configuration not stated),1%,-1%,4,-12,6%,1%,4%,-2,-3,-24%
Cc1nn(C)c(Oc2ccccc2)c1CCNC(=O)CCl,-4%,2%,-9,12,-17%,1%,-2%,x,-6,-10%
Cc1nc2ccc(Br)cn2c1C(=O)N/N=C\c1ccccc1Cl,-2%,-32%,8,-7,0%,-1%,1%,-2,13,-19%
O=C(Nc1nnc(C2=COCCO2)o1)c1cccc([N+](=O)[O-])c1,-1%,2%,x,19,17%,4%,17%,-16,2,7%
COc1cc(C=O)ccc1OCC(=O)Nc1ccccc1N1CCOCC1,1%,0%,-7,11,9%,-1%,-17%,-9,5,5%
COc1cccc(C2=NOC(C(=O)Nc3cc(C)on3)C2)c1OC (configuration not stated),-4%,5%,-7,12,u,-3%,-14%,-11,1,89%
COc1ccc(Nc2nc(N)nc(CSc3nncn3C)n2)cc1,1%,-1%,-10,1,u,0%,-16%,2,-5,x
CC(NC(=O)c1cc(S(=O)(=O)N(C)C)ccc1Cl)c1ccc(-n2ccnc2)cc1 (configuration not stated),2%,2%,9,-12,-11%,4%,-3%,2,-1,7%
CC(C)(C)OC(=O)N1CCN(c2ccc(NC(=O)c3ccco3)cc2)CC1,29%,-43%,-9,2,u,0%,-8%,-8,1,-5%
O=C(CSc1ccc(-c2ccccc2)nn1)c1cccs1,0%,5%,8,-5,u,-4%,-6%,9,15,1%
CCNC(=O)Nc1ccc(-n2nc(C)c(C(=O)OCC)c2C)nc1,-2%,-6%,3,8,3%,3%,-11%,x,-2,-2%
NC(=O)NC(=O)CN1C(=O)NC2(CCOc3ccccc32)C1=O (configuration not stated),1%,-3%,-2,4,-3%,0%,9%,5,-1,2%
CSc1nc(-c2ccccc2)nc(C(Cl)Cl)n1,-2%,-1%[46.1 µM],2,-6,21µM*,3%,-3%,-1,4,-1%
NC(=O)CC(NC(=O)Cc1ccc(Br)cc1)c1ccc(N2CCC(Br)CC2)c([N+](=O)[O-])c1 (configuration not stated),4%,1%,3,-1,-11%,2%,-1%,-1,0,-41%
NS(=O)(=O)c1cccc(NC(=O)CSc2nc3ccccc3c(=O)n2Cc2ccco2)c1,x,-3%,-42,7,u,-4%,0%,-7,x,-3%
Cn1c(=O)c2[nH]c(-c3ccccc3)c(O)c2n(C)c1=O,2%,0%[46.1 µM],-9,-17,-11%,28%,-12%,-13,8,-1%
Cc1c(C(=O)N2CCCCCC2)c(S(=O)(=O)Nc2ccccc2F)c(C)n1C,15%,-2%,-1,-19,14%,-1%,13%,-5,-1,10%
